From PubChem
LANA DNA inh = KSHV C-LANA DNA binding inhibition. MBP-C-LANA/FAM-LBS DNA binding, fluorescence polarization. inhibition, % at 9 µM. 0.078% of 340,000 active. AID 504423;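 active means highest replicate inhibition at or above 60% at 9 µM, even if other replicates fall short; inactive means all replicates below 60% inhibition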;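 further: 0% = neutral control wells and 100% = 4 µM acridine orange control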
DAGLB inh = diacylglycerol lipase beta (human) inhibition; Q8NCG7; HEK293T DAGLB membrane lysate, EnzChek fluorogenic substrate; inhibition, % at 5.17 µM; 0.059% of 340,000 active; AID 504411; in the data active means inhibition above about 34%;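 further: 0% = enzyme with vehicle and 100% = wells lacking enzyme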
Target sequence (Q8NCG7 whole entry, looked up): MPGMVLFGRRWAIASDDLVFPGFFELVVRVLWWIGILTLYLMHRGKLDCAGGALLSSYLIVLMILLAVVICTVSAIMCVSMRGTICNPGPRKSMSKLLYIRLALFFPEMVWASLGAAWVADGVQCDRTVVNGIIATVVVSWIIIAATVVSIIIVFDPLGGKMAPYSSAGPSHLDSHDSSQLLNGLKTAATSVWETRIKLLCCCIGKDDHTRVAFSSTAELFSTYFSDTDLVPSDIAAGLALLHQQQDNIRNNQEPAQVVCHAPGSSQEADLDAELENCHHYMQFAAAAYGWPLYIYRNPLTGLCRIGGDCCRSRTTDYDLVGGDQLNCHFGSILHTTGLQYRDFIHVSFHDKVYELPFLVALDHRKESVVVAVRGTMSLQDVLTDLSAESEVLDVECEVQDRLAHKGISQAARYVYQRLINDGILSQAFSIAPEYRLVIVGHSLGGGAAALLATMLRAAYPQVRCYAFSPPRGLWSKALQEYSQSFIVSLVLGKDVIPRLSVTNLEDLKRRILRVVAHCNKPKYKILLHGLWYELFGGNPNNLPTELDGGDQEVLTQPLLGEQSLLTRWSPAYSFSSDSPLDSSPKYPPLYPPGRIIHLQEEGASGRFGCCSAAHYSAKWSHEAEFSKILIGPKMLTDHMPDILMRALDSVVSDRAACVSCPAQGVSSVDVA
Rtt109 HAT inh = blocks Candida albicans Rtt109/Vps75 acetyltransferase activity; inhibition, % at 34.9 µM; purified Rtt109/Vps75, ThioGlo CoA-SH fluorescence, 4 h; AID 540336; Q5AAJ8; 0.16% of 330,000 active;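 active means inhibition of at least 50% in every replicate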
PKA-R2B activ = activates the human PKA-R2B holoenzyme complex; P22694+P31323; PKA-R2B holoenzyme dissociation, Cy5-IP20 fluorescence polarization; R2B truncated from residue 108, S112A mutant; 0% DMSO only, 100% 113 µM cGMP; activation, % at 11.4 µM; 0.079% of 340,000 active; AID 504700;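 active means activation above a cutoff set at the mean over all compounds plus 3 SD, cut at about 18% in these data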;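 further: higher means more holoenzyme dissociation and a rise in polarization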
Target sequence (P31323 whole entry, looked up, other chains not shown, the tested form may be a part): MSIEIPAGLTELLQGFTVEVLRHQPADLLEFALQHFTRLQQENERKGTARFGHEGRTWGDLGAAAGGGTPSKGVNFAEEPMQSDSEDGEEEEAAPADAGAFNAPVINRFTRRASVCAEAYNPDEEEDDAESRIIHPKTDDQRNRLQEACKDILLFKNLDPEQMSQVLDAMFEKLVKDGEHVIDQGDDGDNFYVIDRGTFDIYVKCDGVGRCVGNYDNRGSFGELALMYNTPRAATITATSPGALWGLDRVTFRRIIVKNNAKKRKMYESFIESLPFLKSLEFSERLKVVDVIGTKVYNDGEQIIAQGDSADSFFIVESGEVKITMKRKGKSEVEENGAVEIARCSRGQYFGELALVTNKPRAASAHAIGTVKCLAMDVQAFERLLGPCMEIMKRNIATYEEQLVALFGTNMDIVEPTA
RTF Ca sens inh = cardiac RTF calcium desensitization | IANBD-labeled cardiac RTF, Ca2+ fluorescence | 0.12% of 340,000 active | P19429+P45379 | AID 493244 | inhibition, % at 7.15 µM;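 active means inhibition above the mean inhibition of all tested compounds plus 3 SD, cut at about 17% in these data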;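 further: assay run at fixed EC70 calcium of 1.6 mM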
CAL PDZ FP-1 = CAL PDZ (human) peptide binding inhibition; AID 602252; Q9HD26; purified CAL PDZ, TMR-peptide fluorescence polarization, 1 h; inhibition, % at 24.9 µM; 0.92% of 300,000 active;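 active means mean inhibition of at least 30% with at least half of replicates also reaching 30%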;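 further: 0% = DMSO neutral control and 100% = excess unlabeled competitor peptide PRC23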
CAL PDZ FP-2 = blocks peptide binding to human CAL PDZ domain; Q9HD26; purified CAL PDZ, TMR-peptide fluorescence polarization, 1 h; inhibition, % at 20 µM; 0.02% of 330,000 active; AID 504414;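 active means highest replicate inhibition of at least 40%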;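 further: plate controls were DMSO neutral control wells for no effect and unlabeled competitor peptide control wells for full effect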
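Test system: purified CerCALP PDZ construct; Compound dosing: one concentration, 20 µM compound; Also added: TMR-labelled reporter peptide T*-PRC34 bound in PDZ groove; Read-out: inhibition from polarization loss; Controls: unlabelled peptide and DMSO controls; Signal: FP readout, S and P plane fluorescence; Incubation: 1 h at RT.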
Keap1 Nrf2 FP = disrupts human Keap1 binding to Nrf2 peptide; Q14145; Keap1 Kelch-Nrf2 peptide fluorescence polarization, 1536-well; inhibition, % at 9.4 µM; 0.15% of 340,000 active; in the data active means inhibition above about 12%;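 further: human Keap1 Kelch domain with fluorescein labeled Nrf2 9mer peptide probe; 0% = neutral control wells and 100% = peptide positive control; higher means more block of Keap1 binding to Nrf2 peptide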
cardiac RTF act = increases calcium sensitivity of human cardiac regulated thin filaments | P19429+P45379 | IANBD-labeled TnC RTF fluorescence at EC20 calcium; 0% EC20 calcium, 100% full calcium | activation, % at 7.2 µM | 0.24% of 340,000 active | AID 493008;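 active means activation above the mean over all tested compounds plus 3 SD, cut at about 30% in these data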;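 further: rise in fluorescence read as greater calcium sensitivity of cardiac thin filaments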
SR-BI DiI-HDL act = SR-BI HDL lipid transfer activation; AID 504775; CHO ldlA[mSR-BI] cells, DiI-HDL uptake fluorescence, 3 h; 100 = double the neutral-control signal; 0.096% of 320,000 active; activation, % at 12.5 µM;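 active means mean replicate activation of at least 60% and every replicate at or above 60%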;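 further: 0% = median plate neutral-control signal and 100% = twice that signal; values of inactives mirror those of a sister screen read the other way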
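Material: SR-BI-overexpressing, LDLR-lacking CHO cells; schedule: compound exposure 3 h, 37 °C; reagent: DiI-labelled HDL at 10 µg/mL final; technique: bottom-read fluorescence, 550/595 nm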
* hit, by the source's call; nt = no result given.

Molecule,LANA DNA inh,DAGLB inh,Rtt109 HAT inh,PKA-R2B activ,RTF Ca sens inh,CAL PDZ FP-1,CAL PDZ FP-2,Keap1 Nrf2 FP,cardiac RTF act,SR-BI DiI-HDL act
Cc1cc2n(n1)SC(Nc1cccc3ccccc13)N2 (stereo not given),-1.3,1,1,-17,-7,0,-1.7,-3,-1,-17
CC1=C(C(N)=O)C(c2cccs2)NC(=O)N1 (stereo not given),-4.7,-3,-7,-8,-4,-5,0.1,0,6,13
Cn1c2ccccc2c2c(C(=O)NCC3CCCO3)cn(C3CCCC3)c(=O)c21 (stereo not given),1.1,1,nt,-3,4,-1,-1.8,-1,1,-19
O=C(Nc1ccc(F)cc1)c1ccc(CN2CCc3ccccc3C2)cc1,-2.9,-4,6,-18,-1,nt,0.3,-6,-5,-5
c1c2c(cc3sc(N4CCOCC4)nc13)OCCO2,0.9,-2,-9,7,-4,4,-0.2,1,7,15
CCOC(=O)C(=O)N1CCC(Cc2ccccc2)CC1,-0.6,-6,-1,-16,-1,-5,-0.5,3,2,5
Cc1cc(NC(=O)/C=C/c2ccc(Cl)cc2)no1,2.2,-2,3,8,-5,-1,0.9,2,3,20
O=C(CCCOc1ccc(Cl)cc1Cl)N/N=C\C1CCCCC1,-0.6,-6,nt,-6,-6,-1,-2.2,0,0,-1
CC1(C)Cc2nc3sc(C(=O)NCCO)c(N)c3cc2CO1,-1.9,0,14,-10,-2,8,-1.1,-2,3,-3
CCOC(=O)c1c(C)c(C(=O)NC(C)COC)c(C)n1C (stereo not given),-0.7,-2,9,-15,-5,-2,-1.4,-4,1,19
O=C(COC(=O)c1ccc(-c2ccccc2)cc1)Nc1ccccc1-c1ccccc1,-0.5,-8,2,-4,-4,-3,-0.7,-4,8,12
CCCCCc1ccc(S(=O)(=O)Nc2cc(C)ccn2)cc1,-0.4,-1,-1,5,-4,7,-1.1,4,-3,-16
Cc1cccc(N2CN=c3s/c(=C\c4ccccn4)c(=O)n3C2)c1,-0.4,-2,-11,-6,0,-3,0.5,-2,1,-40
COc1ccccc1N1CCN(S(=O)(=O)c2ccc(-c3ccc(=O)[nH]n3)o2)CC1,1.6,0,-4,-4,0,-1,-2.7,3,1,0
O=C(Nc1c(C(=O)C2CC2)oc2ccccc12)c1ccc(Cl)cc1,-0.6,0,-4,-13,1,-5,-1.2,-7,9,-11
CCCCOc1cccc(C2/C(=C(/O)c3ccc4c(c3)CC(C)O4)C(=O)C(=O)N2CCN2CCOCC2)c1 (stereo not given),-0.5,1,21,6,-2,nt,-0.2,-1,-4,55
Cc1cccc(-n2nnc(C(=O)NC3CCCc4ccccc43)c2N)c1 (stereo not given),0.3,-3,13,-6,-7,-2,-0.4,-3,-4,-34
Cc1cc(=O)[nH]c(N/N=C2/CCCC/C2=C\c2ccccc2)n1,-11,1,7,0,-12,1,-0.9,3,1,-12
O=C(CN(Cc1cccs1)C(=O)CNS(=O)(=O)c1ccccc1)NC1CCCC1,-0.5,1,-4,-2,-8,-1,-1.8,-3,6,11
CCCCc1oc2c(c(=O)c1C)C(=O)CC(c1ccccc1)C2 (stereo not given),-0.3,-3,15,-12,-15,9,-2.5,-2,6,-3
COCCCNc1nc2c(-c3cccc(C)c3)nnn2c2ccc(Cl)cc12,-5.7,-5,-5,7,-2,0,-0.2,5,-7,-71
COc1ccc(C(CNC(=O)CNC(=O)c2cccc(Cl)c2)N2CCCC2)cc1 (stereo not given),0.6,0,8,4,-9,-1,0.4,-4,-8,1
CC(C)(C)c1[nH]nc2c1C(C1C=CCCC1)C(C#N)=C(N)O2 (stereo not given),0.0,2,0,3,0,-2,0.7,-2,0,-17
O=C(NCCCc1ccccc1)C1CC(=O)N(c2ccc3c(c2)OCCO3)C1 (stereo not given),-0.4,3,1,-7,-12,nt,-0.5,2,10,-11
COc1cc(/C=N/Nc2nc(C)nc3c2cnn3-c2ccccc2)ccc1O,-0.6,4,-8,-1,4,-1,1.3,0,9,-69
CC(=O)N1c2ccc(S(=O)(=O)NCCC(=O)NC3CCC(C)CC3)cc2CC1C (stereo not given),1.1,2,6,-16,-6,nt,0.2,-4,-1,15
CC12CCC(=O)N1C(C(=O)NNC(=O)c1ccc(Br)cc1)CS2 (stereo not given),0.6,-1,1,4,-3,-1,-1.2,-5,-2,-6
OCC1N=C(c2ccccn2)OC1c1ccccc1 (stereo not given),0.2,2,nt,-2,-5,-3,-1.1,4,-6,11
Cc1ccccc1NC(=S)N(C)CCc1ccccn1,19,0,-3,-10,2,1,-3.5,-1,3,18
Nc1nc(SCC(=O)Nc2ccccc2Sc2ccccc2)n[nH]1,-2.0,-4,15,-5,-3,nt,-1.9,-2,1,-4
FC(F)Sc1ccc(-n2cc(-c3ccccc3)[n+]3c2CCC3)cc1,-0.5,-5,-2,10,-12,1,0.0,2,-3,-6
COc1ccccc1CNC(=O)CNC(=O)N1CC(=O)Nc2ccccc21,0.0,1,7,8,-4,3,-0.4,-6,3,0
COc1ccc(CNC(=O)CN2CCC(C(=O)c3ccc(OC)cc3)CC2)cc1,0.6,-2,7,-2,-8,7,-0.7,0,-6,-26
CCCN1C(=O)c2ccccc2NC1c1ccc(Br)cc1 (stereo not given),1.1,-1,19,-8,-12,nt,-0.4,7,4,0
COCCCNc1nc2c(-c3cccc(C)c3)nnn2c2ccccc12,0.4,-3,-8,2,-1,nt,0.3,-2,2,-103
COc1cccc(C(=O)NNC(=O)C(=O)Nc2ccc(C)c(Cl)c2)c1,-0.1,10,0,-4,-14,-2,-2.7,-2,-8,-3
Cc1ccc(C)c(NC(=O)CN(C)C(=O)c2ccccc2OCc2ccccc2Cl)c1,0.4,-7,9,-2,-12,-2,-2.2,2,-8,-25
NS(=O)(=O)c1ccc(NNC(=O)c2ccccc2C(=O)O)cc1,-0.4,nt,-5,nt,nt,nt,0.4,5,nt,11
CC(C)c1ccc(NC(=O)COC(=O)c2ccc(CN3CCCC3=O)cc2)cc1,-1.6,-1,1,4,-7,-6,-2.9,-5,0,14
O=C1NC[C@@H](Cc2ccc(O)cc2)N(CCc2cccc(F)c2)C1=O,2.9,-1,11,-1,-10,2,0.1,2,-1,18
OCCNC(=S)Nc1cc(Cl)cc(Cl)c1,0.2,-2,-2,3,5,-4,-0.7,-2,-1,10
COc1ccc(C(=O)NNC(=O)CN2CCN(c3nc(-c4ccccc4)cs3)CC2)cc1,0.8,3,-4,0,-7,0,-1.9,1,1,4
COc1ccc(C)cc1S(=O)(=O)N1CCC(C(=O)NCCC2=CCCCC2)CC1,-0.2,-1,4,7,-1,nt,1.1,0,1,-7
Cc1nc(NCCN2CCOCC2)c2nnn(Cc3ccccc3Cl)c2n1,0.0,-4,-5,3,0,-3,nt,-4,1,5
COc1ccc(CCNS(=O)(=O)c2ccc3c(c2)CC(C)N3C(C)=O)cc1OC (stereo not given),-1.1,0,1,-1,-1,-2,-0.2,3,-1,14
CCOc1ccccc1C1CC(=O)Nc2c1c(=O)n(C)c(=O)n2C (stereo not given),-0.4,2,-1,-1,-10,nt,-1.0,1,5,9
O=C(Nc1ccc2c(c1)OCCO2)NC12CC3CC(CC(C3)C1)C2,-1.0,-1,1,-3,-2,-1,0.0,-3,1,3
COc1ccc(CCNS(=O)(=O)c2ccc3c(c2)NC(=O)C(C)S3)cc1OC (stereo not given),0.4,1,15,-8,7,-5,-0.3,-6,-5,-6
CCOCCCNCc1ccc(OCc2ccccc2Cl)cc1,-0.7,1,4,-8,-14,1,-2.3,-1,-6,1
O=C(COc1ccc2cc(-c3ccccc3)c(=O)oc2c1)NCC1CCC(C(=O)O)CC1 (stereo not given),-1.5,-1,-112,3,-6,-2,-0.6,1,-2,7
CCOC(=O)C(=NCCOC)NNc1cc(Cl)ccc1Cl,-0.4,-6,-3,-5,7,-4,-2.0,-2,-5,-19
Cc1ccc(C2=[N+]([O-])C(C)(C)CC2)cc1,-1.7,-4,-13,-4,-7,-6,-2.1,-2,-2,-13
CCOC(=O)CNC(=O)CNC(=O)c1ccc(OC)cc1,-0.4,0,2,-3,8,-3,-0.1,-2,2,13
O=P(O)(CP(=O)(c1ccccc1)c1ccccc1)c1ccccc1O,-2.0,0,2,-7,0,0,0.3,7,7,9
O=C(NCc1cccnc1)c1cc2nc(-c3cccs3)cc(C(F)(F)Cl)n2n1,0.3,1,-5,-12,5,-4,-0.3,-3,10,-66
COc1cc(C2SCCS2)cc(Br)c1Oc1ncccc1[N+](=O)[O-],-0.3,nt,-6,nt,nt,nt,1.3,-1,nt,-24
Cn1c(/N=C/c2c[nH]c3ccccc23)nc2ccccc21,-0.2,-2,0,-2,-7,nt,-0.4,-3,-10,23
CCOc1ccc(N2CC(NS(=O)(=O)c3cccnc3)CC2=O)cc1 (stereo not given),-0.9,-2,3,15,-11,-3,-4.8,-10,-4,-1
COc1cc(OC)cc(C(=O)Nn2c(C)nc3ccccc3c2=O)c1,-0.6,-2,8,-4,-4,7,nt,2,-2,13
CCOc1ccc(-c2nc(N)ncc2Oc2cccc(OC)c2)c(O)c1,0.9,0,0,-6,14,-1,-0.8,-6,4,-46

New compounds follow:
Molecule,LANA DNA inh,DAGLB inh,Rtt109 HAT inh,PKA-R2B activ,RTF Ca sens inh,CAL PDZ FP-1,CAL PDZ FP-2,Keap1 Nrf2 FP,cardiac RTF act,SR-BI DiI-HDL act
Cc1cc(C(=O)CCl)c(C)n1CC1COc2ccccc2O1 (stereo not given),2.0,5,1,-3,-5,-2,-0.2,0,-1,-3
Cc1ccc(NC(=O)[C@H](NC(=O)[C@@H]2Cc3ccccc3CN2)c2ccccc2)c(C)c1,-2.2,3,-17,5,-6,nt,-0.5,-1,9,4
CN(CC(=O)Nc1ccccc1C(F)(F)F)C(=O)C1=COCCO1,-1.3,-3,5,-7,-5,0,-2.0,-1,-1,5
CN(C)C(=O)CCSc1nnc(-c2ccncc2)o1,-1.3,1,-6,9,6,4,0.0,0,-5,-2

Two entries from above, with two lines to a compound.
Each structure is followed by: LANA DNA inh | DAGLB inh | Rtt109 HAT inh | PKA-R2B activ | RTF Ca sens inh | CAL PDZ FP-1 | CAL PDZ FP-2 | Keap1 Nrf2 FP | cardiac RTF act | SR-BI DiI-HDL act
- Cc1ccc(C)c(NC(=O)CN(C)C(=O)c2ccccc2OCc2ccccc2Cl)c1
    0.4 | -7 | 9 | -2 | -12 | -2 | -2.2 | 2 | -8 | -25
- NS(=O)(=O)c1ccc(NNC(=O)c2ccccc2C(=O)O)cc1
    -0.4 | nt | -5 | nt | nt | nt | 0.4 | 5 | nt | 11
